Vif-A3F inh – inhibitors of Vif-A3F interaction. HeLa A3F-eYFP + Vif (tagged APOBEC3F with the HIV-1 protein that degrades it), YFP fluorescence increase. Potency, µM (titrated, usually from 46.1 µM), inactives show at the highest dose activity, negative = active. actives 0.2% (n = 390,000). AID 602313; also: potency is read from the fitted curve at half-maximal effect; % of control where 0% means no effect; nearly all actives have a fitted effect of over 65% in size
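HeLa cells stably expressing A3F-eYFP plus Vif, plated and incubated overnight at 37 deg C, then exposed to compounds overnight at 37 deg C. Blocked degradation read as raised yellow fluorescence (Ex 488/Em 500-530).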
D1 agonist – agonists of human D1 dopamine receptor; HEK293 T-REx D1 cells, calcium flux, agonist mode; AID 504660; actives 1% (n = 360,000); P21728; activation, % at 2 µM; in the data active = activation above about 30%; also: 0% is about no effect
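Inducible HEK293 T-REx D1 cells, force-coupled to calcium signalling, were plated at 4000 cells/well with tetracycline and held overnight at 30 C. After no-wash calcium dye loading, compound-evoked calcium rise over 180 s flagged agonists.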
LDHA inh – inhibitors of human lactate dehydrogenase A; P00338; purified LDHA, NADH/diaphorase-resazurin fluorescence; hits give low values; activity change, % (values are at about 110 or 230 µM); actives 0.15% (n = 480,000); AID 1347041; in the data active = activity change below about -30%; inconclusive = mostly about -25% to -30%;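 also: plate controls were DMSO wells for no effect and wells without enzyme for full effect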
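Human LDH5 at 2 nM final in Tris HCl pH 7.4 with 0.06 mM NADH and 0.2 mM pyruvate, reacted 5 minutes at room temperature. Remaining NADH coupled via diaphorase/resazurin; resorufin fluorescence read at 0 and 20 minutes, normalized to enzyme-free and DMSO wells.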
Glioma ERSR ind – inducers of ER stress response in human glioma cells | U87-MG GRP78 promoter luciferase reporter, 16 h | Potency, µM, for the others: at the highest dose activation, actives largely listed as activators | actives 0.02% (n = 420,000) | AID 602332; also: potency is read from the fitted curve at half-maximal effect; series mostly up to about 76 µM; % of control where 0% means no effect; nearly all actives have a fitted effect of over 35% in size
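Stably transfected U87-MG glioma cells carrying a GRP78-based luciferase sensor; 16 h compound incubation. Luminescence end-point read 10 min after Bright-Glo addition at room temperature.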
D1 antag – antagonists of human D1 dopamine receptor | AID 504652 | activity change, negative = inhibition, % at 10 µM | HEK293 TREx D1 cells, calcium flux, dopamine EC80; hits give low values | actives 3.2% (n = 360,000); in the data active = activity change below about -30%; also: % is scaled to controls: 0 for no effect and ±100 for the full control effect
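Antagonism measured as reduced calcium response to an EC80 dopamine addition following 180 s compound pre-read; cells were inducible HEK293 Trex D1 plated overnight at 30 C, read kinetically at 1 cycle/sec.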
Vif-APOBEC3G blk – Vif-A3G binding inhibition; HeLa A3G-eYFP + Vif (tagged APOBEC3G with the HIV-1 protein that degrades it), YFP fluorescence, overnight; Potency, µM (highest dose often 46.1 µM), without a hit: top-dose activity, negative = active, usual class: inhibitors; actives 0.076% (n = 410,000); AID 602310;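 also: potency is read from the fitted curve at half-maximal effect; % is scaled to controls: 0 for no effect and ±100 for the full control effect; nearly all actives have a fitted effect of over 60% in size; hits raise eYFP signal because A3G escapes Vif-driven loss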
Target sequence (Q9HC16 whole entry, looked up): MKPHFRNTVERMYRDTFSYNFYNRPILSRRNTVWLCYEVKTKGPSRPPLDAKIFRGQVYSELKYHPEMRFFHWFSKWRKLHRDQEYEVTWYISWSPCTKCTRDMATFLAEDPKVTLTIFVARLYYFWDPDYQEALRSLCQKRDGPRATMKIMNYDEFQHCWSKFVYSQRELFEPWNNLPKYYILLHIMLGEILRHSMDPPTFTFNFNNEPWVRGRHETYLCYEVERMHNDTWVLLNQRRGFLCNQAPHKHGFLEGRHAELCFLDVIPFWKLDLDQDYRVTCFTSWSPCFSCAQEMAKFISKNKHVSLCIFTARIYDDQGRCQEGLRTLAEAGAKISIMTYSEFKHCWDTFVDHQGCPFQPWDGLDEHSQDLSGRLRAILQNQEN
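Read-out is eYFP fluorescence (Ex 488/Em 500-530) from Vif-expressing HeLa A3G-eYFP cells; more signal means A3G escaped Vif-mediated degradation. Cells plated overnight, compound pinned in, incubated overnight at 37 deg C.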
D2 potentiator – positively modulates the human D2 dopamine receptor allosterically | P14416 | HEK293 T-REx D2, calcium flux, EC20 dopamine potentiation | potentiation, % at 10 µM | actives 0.34% (n = 340,000) | AID 485347;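 active = potentiation over 3 SD above the plate norm, cut at about 30% in these data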; also: 0% is about no effect
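Calcium flux readout, no-wash dye, 1 read/s. Inducible HEK293 Trex D2 line, overnight 30 C. Compound alone 180 s (agonist flags), then EC20 dopamine, another 180 s to score potentiation.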
RXFP1 ag – agonists of human relaxin receptor RXFP1. HEK293T-RXFP1 cAMP TR-FRET, 30 min; response scale: percent of porcine relaxin response, buffer zero. Potency, µM (top dose mostly 57.5 µM), for inactives: at the top dose activation, usual class: activators. actives 0.3% (n = 370,000). AID 2676; also: potency is read from the fitted curve at half-maximal effect; % is scaled to controls: 0 for no effect and ±100 for the full control effect; nearly all actives have a fitted effect of over 60% in size; many of its hits are not listed in these tables
Target sequence (Q9HBX9 whole entry, looked up): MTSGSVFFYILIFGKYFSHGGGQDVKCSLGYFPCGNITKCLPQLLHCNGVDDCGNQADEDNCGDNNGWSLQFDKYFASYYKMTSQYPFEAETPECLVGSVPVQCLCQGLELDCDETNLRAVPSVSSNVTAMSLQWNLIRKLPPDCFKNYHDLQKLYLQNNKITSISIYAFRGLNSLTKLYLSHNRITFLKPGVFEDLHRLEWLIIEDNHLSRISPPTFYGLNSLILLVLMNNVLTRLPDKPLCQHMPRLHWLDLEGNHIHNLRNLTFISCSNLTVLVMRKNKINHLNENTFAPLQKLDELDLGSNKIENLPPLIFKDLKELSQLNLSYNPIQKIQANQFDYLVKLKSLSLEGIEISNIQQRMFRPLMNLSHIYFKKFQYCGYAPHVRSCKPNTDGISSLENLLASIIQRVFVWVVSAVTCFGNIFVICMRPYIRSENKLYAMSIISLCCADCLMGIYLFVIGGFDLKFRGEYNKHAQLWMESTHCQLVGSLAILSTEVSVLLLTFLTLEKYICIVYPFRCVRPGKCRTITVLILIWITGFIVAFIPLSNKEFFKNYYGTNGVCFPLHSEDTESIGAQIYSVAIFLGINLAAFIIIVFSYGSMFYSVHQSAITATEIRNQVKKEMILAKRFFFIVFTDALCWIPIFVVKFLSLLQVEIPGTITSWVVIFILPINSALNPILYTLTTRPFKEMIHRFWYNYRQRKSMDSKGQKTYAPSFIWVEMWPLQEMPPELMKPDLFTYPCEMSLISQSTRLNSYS
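HEK293T cells stably expressing RXFP1 were pretreated with the PDE4 inhibitor Ro 20174, exposed to compounds for 30 min at 37C, lysed, and cAMP was read by TR-FRET. Data normalized to buffer (basal) and 29 nM porcine relaxin (100%).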
D1 PAM – enhances dopamine response at the human D1 receptor; HEK293 TREx D1 cells, calcium flux, dopamine EC20 potentiation; potentiation, % at 10 µM; actives 0.036% (n = 360,000); in the data active = potentiation above about 30%; also: 0% is about no effect
* hit, by the source's call; ? = inconclusive; nt = not tested or not shown; & = joins results of further samples. Unless noted, calls follow the shape of the dose curve; as a rule, active = well fitted curve in the direction sought with a large enough effect; inconclusive = small, poorly fitted or top-dose-only effect, or another doubt; inactive = no such curve, though single readings can be large; an effect the other way counts as inactive or inconclusive. Not all compounds are listed, so the mix of outcomes need not match the whole.

Every second line gives: Vif-A3F inh	D1 agonist	LDHA inh	Glioma ERSR ind	D1 antag	Vif-APOBEC3G blk	D2 potentiator	RXFP1 ag	D1 PAM
CCCCCC1CC(CC(=O)Nc2ccc([N+](=O)[O-])cc2)C(=O)O1 (centres undefined)
  -7.9%	10.7	-6.1	-0.1%	-20.7	0.1%	15.0	0.3%	-4.0
O=C(Nc1cccc(C(F)(F)F)c1)c1cccnn1
  11.3%	-0.4	-1.1	2.0%	-3.8	-0.3%	2.5	5.8%	4.6
COc1cc(C2C(C#N)=C(N)OC3=C2C(=O)CCC3)cc(OC)c1OC(=O)N1CCOCC1 (centres undefined)
  -4.2%	4.4	-0.9	-3.1%	-1.9	-1.2%	nt	-0.7%	-5.7
Cc1cc(F)ccc1NC(=O)CCS(=O)(=O)c1ccc2c(c1)NC(=O)CO2
  -1.0%	2.4	-2.7	-2.8%	-28.7	-3.2%	-6.6	0.5%	-0.1
CCOC(=O)c1c(C)[nH]c2ccc(O)cc12
  3.8%	1.1	1.9	-1.1%	2.1	-5.0%	2.8	-0.5%	-5.0
CCn1c(CCCOc2ccc(Cl)cc2Cl)nnc1SCC(=O)Nc1cc(F)ccc1C
  -11.6%	10.4	-3.6	1.1%	-10.5	0.1%	0.9	3.2%	-5.9
CCSc1nnc(NC(=O)C2Cc3ccccc3CN2C(=O)c2ccco2)s1 (centres undefined)
  -1.0%	1.2	-4.4	0.4%	5.9	-5.5%	8.3	1.1%	0.8
COc1cc(C(=O)N2CCc3c([nH]c4ccccc34)C2c2ccccc2)cc(OC)c1OC (centres undefined)
  2.7%	1.4	0.2	-4.7%	-0.9	4.3%	9.4	-0.7%	-2.5
CCCCn1nnnc1NCc1ccc(N2CCCC2)cc1
  -3.1%	-1.4	5.2	-4.1%	-25.4	-0.3%	-3.7	2.0%	-5.9
Cc1ccc(S(=O)(=O)N2CCOCC2)cc1NC(=O)COC(=O)CCn1c(C)csc1=O
  -27.3%	4.5	-5.6	-5.3%	-4.4	0.5%	-8.2	6.5%	-0.9
CCOC(=O)c1cc(C#N)c(N2CCCCC2)nc1-c1ccccc1
  -9.2%	nt	-5.0	-5.1%	nt	-2.4%	nt	nt	nt
O=C1NCCN1c1ccc(CN2CCN(C3CCCCC3)C(CCO)C2)cc1 (centres undefined)
  10.3%	-0.1	-2.9	0.1%	7.2	0.6%	-0.3	1.3%	1.8
CCc1ccc(C(=O)NNC(=O)CCc2nc3ccccc3c(=O)[nH]2)cc1
  ?	3.5	-2.5	-2.1%	4.4	-1.2%	1.4	0.5%	4.8
Cc1ccc(OCCCCNC(C)c2ccccc2)c(C)c1 (centres undefined)
  -26.8%	13.3	-13.4	-3.5%	-7.0	2.2%	-1.1	-0.5%	-6.3
O=C(O)CN(c1ccccc1[N+](=O)[O-])S(=O)(=O)c1ccccc1
  -9.4%	-0.3	-10.5	-4.0%	0.7	1.0%	21.1	0.9%	0.0
CCCCN(CCCC)CCNC(=O)CN1C(=O)COc2ccc(S(=O)(=O)N3CCC(C)CC3)cc21
  -6.6%	3.5	-1.9	0.8%	-1.2	-0.2%	-1.3	0.4%	-5.0
Nc1ccccc1C(=O)NCCCN1CCN(c2cccc(Cl)c2)CC1
  9.5%	nt	-8.5	-4.3%	nt	0.0%	nt	nt	nt
CCC(C)N1C(=O)S/C(=C/c2ccc3c(c2)n(C)c(=O)n3C)C1=O (centres undefined)
  -8.3%	-2.0	-1.2	-0.4%	3.0	0.1%	7.1	-3.5%	3.7
Cc1cc(C)c(OCCCCN(C)C)c(Br)c1
  -7.2%	3.2	-7.8	-6.0%	-8.7	2.4%	-19.4	0.4%	-16.0
C(=C(c1ccccc1)c1ccccc1)c1ccccn1
  -6.4%	5.0	-6.3	-2.8%	-14.3	3.9%	-3.5	-2.0%	-3.9

(listing goes on)
Every second line gives: Vif-A3F inh	D1 agonist	LDHA inh	Glioma ERSR ind	D1 antag	Vif-APOBEC3G blk	D2 potentiator	RXFP1 ag	D1 PAM
C/C(=C\C(=O)c1ccccc1)Nc1ccc2c(c1)OCO2
  0.6%	0.6	28.7	-0.7%	5.1	0.3%	-10.2	1.4%	-7.8
NC(=O)c1ccsc1NC(=O)CCS(=O)(=O)c1ccccc1
  5.4%	7.0	2.6	0.4%	-0.3	-2.6%	-3.6	0.5%	2.4
Cc1cc(C)c(C(=O)NCC(=O)c2ccccc2)c(C)c1
  1.1%	nt	-3.3	1.6%	nt	-1.1%	nt	nt	nt
CN(C)C(=O)c1cc(Br)ccc1Cl
  -16.8%	1.6	-6.9&-11.9	-3.0%	-3.9	0.6%	2.0	-0.2%	-4.2
CC(=O)OCCOc1nc(NC(C)C)nc(NC(C)C)n1
  0.3%	0.9	-1.6	-2.6%	-15.9	-1.2%	12.1	4.2%	-1.8
Cc1nn(Cc2ccc(F)cc2)c(Cl)c1/C=N/NC(=O)c1ccccc1
  -1.2%	2.1	-0.9	4.1%	-7.5	-5.7%	0.2	0.8%	-8.5
COc1ccccc1-c1nc(S(=O)(=O)c2ccccc2)c(N2CCC(C)CC2)o1
  0.9%	4.6	-0.8	-1.1%	7.8	0.0%	0.9	0.8%	-2.2
COC(=O)CSc1n[nH]c(-c2ccncc2)n1
  4.9%	3.2	1.1	-2.1%	-5.9	1.8%	-6.6	1.6%	-4.0
Cc1c(CC(=O)O)c(=O)oc2cc3occ(-c4ccccc4)c3cc12
  -3.7%	4.6	-23.7	6.5%	-3.4	0.7%	14.9	6.3%	-7.8
CN(C)S(=O)(=O)c1ccc2c(c1)Cc1cc(S(=O)(=O)N(C)C)ccc1-2
  -4.9%	6.8	-7.1	0.1%	-3.3	0.4%	8.0	3.8%	3.2
CCOC(=O)N1CCN(C(c2cccc(OC)c2)c2sc3nc(C)nn3c2O)CC1 (centres undefined)
  nt	3.8	-6.4	-2.2%	-1.8	-0.1%	0.5	-0.1%	-3.8
COc1cccc(OCc2nc3ccccc3n2CCOc2ccccc2)c1
  -10.4%	18.0	-1.4	-2.7%	-13.1	0.6%	-8.0	-0.5%	-1.2
CCOc1cc(C(=O)NC2=NCCS2)cc(OCC)c1OCC
  0.2%	0.0	1.3	-0.7%	11.6	-1.5%	2.5	1.5%	-3.0
COc1ccc2c(c1)C(c1ccc(C)o1)=NNC(c1cccnc1)=N2
  2.0%	-0.2	4.0	-1.0%	13.8	-8.2%	5.6	0.5%	8.0
O=C(Nc1ccc(SC(F)F)cc1)c1ccccc1F
  -0.6%	2.0	1.4	-4.5%	-7.9	-1.1%	-7.3	-0.1%	-4.7
CCOC(=O)c1nn(-c2ccc(F)cc2)c(=O)c2c(N)scc12
  7.7%	59.2*	31.1	-2.4%	-51.5*	0.0%	4.1	1.0%	-4.5
Cc1ccc(-c2nc(CCN3C(=O)c4ccccc4C3=O)cs2)cc1
  -10.6%	6.3	-3.3	1.8%	2.0	2.6%	-7.4	0.1%	-3.4
CC(C)CNC(=S)N(CCN(C)C)Cc1cc2cc3c(cc2[nH]c1=O)OCCO3
  -5.2%	0.4	-3.0	-3.8%	-4.2	-2.6%	4.4	2.3%	-7.5
O=C1CCCN2N=C(SCC(=O)Nc3cccc(Cl)c3)SC2=N1
  9.9%	19.4	-19.1	-0.6%	-4.6	-1.2%	1.9	1.8%	nt
COc1ccc(N(CC(=O)Nc2cccc(C)c2)S(=O)(=O)c2c(C)noc2C)cc1
  1.1%	4.2	0.4	8.9%	-29.5	4.7%	-9.7	-0.9%	-7.2

(more compounds)
Every second line gives: Vif-A3F inh	D1 agonist	LDHA inh	Glioma ERSR ind	D1 antag	Vif-APOBEC3G blk	D2 potentiator	RXFP1 ag	D1 PAM
Nc1cc(=O)nc(SCC(=O)Nc2ccccc2Cl)n1-c1ccccc1
  6.8%	3.5	-7.6	1.4%	3.1	0.7%	-1.0	-3.0%	-2.8
COc1cc(OC)c(NC(=O)[C@@H]2CCC(=O)N2C2OC(=O)c3c2ccc(OC)c3OC)cc1Cl (some centres undefined)
  3.3%	-1.0	-3.0	-2.5%	1.6	-4.0%	-0.1	0.0%	-0.1
Cc1ccc(/C=N/N(C)C2=NS(=O)(=O)c3ccccc32)o1
  nt	1.6	nt	nt	-43.1*	nt	0.1	-0.2%	-3.1
CN(C(=O)c1ccno1)c1nnc(-c2cnccn2)s1
  -2.5%	0.0	2.1	-1.3%	-0.9	1.5%	-7.6	1.1%	2.5
CC(C)(C)NC(=O)C(c1cccs1)N(Cc1cccs1)C(=O)c1ccc(CN2CCOCC2)o1 (centres undefined)
  3.2%	0.4	1.9	-3.9%	27.9	-0.7%	4.8	-0.4%	-0.8
O=C(COc1ccc(Br)cc1Br)NC(=S)Nc1cccc(CO)c1
  -18.8%	5.0	-6.8	1.2%	1.5	-1.6%	-1.3	-0.9%	-2.5
Cc1ccnc(SCCn2c(N3CCN(Cc4ccccc4)CC3)nc3c2c(=O)[nH]c(=O)n3C)n1
  1.9%	0.4	0.5	-2.3%	-15.6	2.6%	-4.9	4.1%	-1.7
Cc1sc(NC(=O)CSc2nnc(COc3ccc(Cl)cc3)n2C)c(C#N)c1C
  nt	2.1	-1.9	-8.8%	-10.5	-21.5%	1.3	2.0%	-5.6
O=C(NNc1cc(N2CCOCC2)nc(N2CCOCC2)n1)c1ccc(Cl)c(Cl)c1
  -8.0%	0.2	19.8	-3.9%	9.5	-6.7%	-5.8	-0.4%	0.9
OC(CNCCc1ccccc1)COc1ccc(OCC(O)CNCCc2ccccc2)cc1 (centres undefined)
  1.4%	33.6*	-1.7	-8.8%	-2.7	-0.8%	nt	-1.2%	-0.7
O=C(O)c1ccc(-c2ccc(/C=N/Nc3ccc([N+](=O)[O-])cc3)o2)cc1
  ?	150.5*	-4.7	2.6%	5.4	10µM*	-3.7	4.6%	0.0
COc1ccc(/C=C(/CC(=O)Nc2ccc(C)cc2)c2nc3ccccc3s2)cc1
  -11.2%	4.2	-5.4	-0.3%	8.3	-2.6%	-3.9	-0.8%	2.7
COc1ccc(S(=O)(=O)NC(C)C(=O)NCc2ccc3c(c2)OCO3)cc1OC (centres undefined)
  -5.9%	0.1	-3.3	-2.9%	6.7	2.3%	-19.1	0.0%	-2.9

Compound activity as filed in PubChem BioAssay.
